# Tb PGK inh: qHTS Assay to Find Inhibitors of Phosphoglycerate Kinase; Phosphoglycerate kinase, glycosomal (Trypanosoma brucei brucei), P07378; PGK/GAPDH coupled, Kinase-Glo luminescence, 60 min; Potency, µM (doses to about 57.5 µM), for inactives: top-dose activity change, negative = inhibition, usual class: inhibitors; 380,000 compounds, 0.043% hits; note: potency is the fitted concentration of half-maximal effect; % is set by controls: 0 for no effect and ±100 for the full control effect; nearly all actives have a fitted effect of over 60% in size
#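 Luminescent ATP detection (Kinase-Glo Plus) follows a 60-minute room-temperature incubation, with wells lacking PGK as controls. Buffer: 100 mM TEA (pH 7.6), 5 mM MgCl2, 0.01% Tween-20. Coupling enzyme GAPDH (100 nM final) supplies unstable 1,3-BPG in-well.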
# TrxR1 substrate: qHTS Assay for Substrates of Mammalian Selenoprotein Thioredoxin Reductase 1 (TrxR1): qHTS. Thioredoxin reductase 1, cytoplasmic (Rattus norvegicus), O89049. purified TrxR1 substrate turnover, NADPH consumption readout. Potency, µM (titrated, usually from 114 µM), for inactives: top-dose activity change, negative = substrate turnover. 390,000 compounds, 0.01% hits; note: potency is the fitted concentration of half-maximal effect; % is set by controls: 0 for no effect and ±100 for the full control effect; nearly all actives have a fitted effect of over 50% in size
# Target sequence (O89049 whole entry, looked up): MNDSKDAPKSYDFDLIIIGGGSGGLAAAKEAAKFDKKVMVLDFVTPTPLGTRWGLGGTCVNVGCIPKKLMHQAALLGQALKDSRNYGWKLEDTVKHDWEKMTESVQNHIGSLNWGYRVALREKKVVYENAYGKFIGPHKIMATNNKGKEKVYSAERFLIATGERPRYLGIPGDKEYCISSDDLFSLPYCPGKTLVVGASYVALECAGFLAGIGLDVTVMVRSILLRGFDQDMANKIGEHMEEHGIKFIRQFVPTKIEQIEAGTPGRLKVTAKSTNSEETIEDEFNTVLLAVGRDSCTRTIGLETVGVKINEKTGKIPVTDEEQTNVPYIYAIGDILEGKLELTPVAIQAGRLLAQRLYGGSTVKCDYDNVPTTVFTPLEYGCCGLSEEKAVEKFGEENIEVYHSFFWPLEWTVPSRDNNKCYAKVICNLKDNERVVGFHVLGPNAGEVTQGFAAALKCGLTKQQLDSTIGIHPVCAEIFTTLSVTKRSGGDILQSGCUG
#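 Rat TrxR1, dispensed at 90 nM, was prereduced with 400 uM NADPH (final) for 5 min at ~22 deg C, then incubated with compound 15 min before 400 uM selenite. A first-read NADPH fluorescence drop versus no-compound background flagged substrates.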
# Pin1 inh: qHTS Assay to Find Inhibitors of Pin1; Peptidyl-prolyl cis-trans isomerase NIMA-interacting 1 (Homo sapiens), Q13526; Pin1 FP peptide displacement, HiFluor488, 10 min; Potency, µM (doses to about 115 µM), for the others: at the top dose activity, negative = inhibition, most hits filed as inhibitors; 390,000 compounds, 0.009% hits; active = well fitted inhibition curve with a large enough effect in the polarisation, with a control signal flat, not every such curve was filed as active; inconclusive = small, poorly fitted or top-dose-only effect, or effect the other way, or a change in a side signal; inactive = no such curve, though single readings can be large or run the other way; the % refers to the polarisation; note: potency is the fitted concentration of half-maximal effect; % is set by controls: 0 for no effect and ±100 for the full control effect
# Target sequence (Q13526 whole entry, looked up): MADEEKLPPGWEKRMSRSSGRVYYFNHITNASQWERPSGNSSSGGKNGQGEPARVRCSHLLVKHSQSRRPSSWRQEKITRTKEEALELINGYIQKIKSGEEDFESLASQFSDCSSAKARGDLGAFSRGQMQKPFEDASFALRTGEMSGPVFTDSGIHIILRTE
# HP1b chromo inh: HTS for Inhibitors of HP1-beta Chromodomain Interactions with Methylated Histone Tails. 390,000 compounds, 0.56% hits. AlphaScreen HP1-beta / biotin-H3K9me3 peptide binding. Potency, µM (highest dose often 114 µM), for the others: at the top dose activity change, negative = inhibition, most hits filed as inhibitors; note: potency is the fitted concentration of half-maximal effect; nearly all actives have a fitted effect of over 70% in size; inactives centre near 23
#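 AlphaScreen: HP1-beta (50 nM) preformed 30 min with biotin-H3(1-18)K9me3 peptide (50 nM) in PBS pH 7.4, 0.01% Tween-20. Compound added for 30 min at RT, then streptavidin donor/nickel chelate acceptor beads (10 ug/mL) for 30 min.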
# PI4K2A block: qHTS for small molecular inhibitors of PI4K2A; Phosphatidylinositol 4-kinase type 2-alpha (Homo sapiens), Q9BTU6; purified PI4K2A, ADP-Glo luminescence, 1 h; hits give low values; activity change, negative = inhibition, % at 76.9 µM; 420,000 compounds, 0.13% hits; AID 1346378, 2018; in the data active = activity change below about -50%; inconclusive = mostly about -30% to -49%;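 note: -100% = wells without enzyme as full effect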
#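 ADP-Glo luminescence measured ADP generated by PI4K2A enzyme (4 ug/mL before mixing) with 1.2 mM PI substrate (pre-mix) and 300 microM ATP (pre-mix). Tris pH7.5 buffer with MgCl2, Triton X-100; 1 h reaction at ambient temperature.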
# rTrxR1 inhibitor: qHTS Assay for Inhibitors of Mammalian Selenoprotein Thioredoxin Reductase 1 (TrxR1): qHTS. Thioredoxin reductase 1, cytoplasmic (Rattus norvegicus), O89049. recombinant rTrxR1, NADPH fluorescence consumption, selenite substrate. Potency, µM (series often up to 114 µM), without a hit: at the top dose activity change, negative = inhibition, actives largely listed as inhibitors. 390,000 compounds, 1% hits. AID 588453, 2011; note: potency is the fitted concentration of half-maximal effect; % is set by controls: 0 for no effect and ±100 for the full control effect; nearly all actives have a fitted effect of over 65% in size
#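 Rat TrxR1 (90 nM in the dispensed reagent) was pre-reduced with 400 uM NADPH for 5 min at room temperature, then incubated with compound for 15 min. After 400 uM selenite was added, NADPH fluorescence (Ex 340/Em 450 nm) was followed for 8 min.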
# IDH1 R132H inh: qHTS for Inhibitors of mutant isocitrate dehydrogenase 1 (IDH1): qHTS | Isocitrate dehydrogenase [NADP] cytoplasmic (Homo sapiens), O75874 | IDH1-R132H enzyme, NADPH consumption, diaphorase/resazurin fluorescence | Potency, µM (top dose mostly 76.6 µM), for inactives: top-dose activity change, negative = inhibition, most hits filed as inhibitors | 390,000 compounds, 0.093% hits; note: potency is the fitted concentration of half-maximal effect; % is set by controls: 0 for no effect and ±100 for the full control effect; nearly all actives have a fitted effect of over 65% in size
# Target sequence (O75874 whole entry R132H, stated change not applied): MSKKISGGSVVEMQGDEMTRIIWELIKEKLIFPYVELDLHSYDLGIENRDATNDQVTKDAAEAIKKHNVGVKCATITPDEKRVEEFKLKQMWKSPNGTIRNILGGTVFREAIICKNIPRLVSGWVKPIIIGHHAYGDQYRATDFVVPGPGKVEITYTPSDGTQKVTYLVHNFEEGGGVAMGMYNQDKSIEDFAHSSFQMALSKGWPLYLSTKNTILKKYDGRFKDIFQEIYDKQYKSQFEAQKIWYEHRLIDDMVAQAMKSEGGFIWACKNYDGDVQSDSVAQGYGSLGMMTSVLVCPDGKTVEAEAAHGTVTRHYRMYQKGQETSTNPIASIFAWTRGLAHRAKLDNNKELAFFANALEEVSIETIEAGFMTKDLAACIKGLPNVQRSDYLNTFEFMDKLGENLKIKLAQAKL
#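 IDH1-R132H (0.5 ug/mL) preincubated 30 min with compound, then NADPH (0.016 mM) and alpha-KG (2 mM) added; 80 min at RT, pH 7.5. Remaining NADPH coupled via diaphorase/resazurin to fluorescence (540/590 nm); concentration-response curves normalized to no-enzyme control.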
# GLS inh: qHTS for Inhibitors of Glutaminase (GLS); Potency, µM (highest dose often 45.5 µM), for inactives: at the highest dose activity change, negative = inhibition, usual class: inhibitors; GLS enzymatic activity, qHTS titration; Glutaminase kidney isoform, mitochondrial (Homo sapiens), O94925; 410,000 compounds, 0.21% hits; note: potency is the fitted concentration of half-maximal effect; % is set by controls: 0 for no effect and ±100 for the full control effect
#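 hKGA; 45 mM KH2PO4 pH 8.2 + 0.02% Tween-20; cpd via pin tool; 1 mM Gln soln; GluOx/HRP/Amplex Red; RT 30 min; fluor. t0 & final.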
# USP1 inh: Inhibitors of USP1/UAF1: Primary Screen; Potency, µM (top dose mostly 57.1 µM), for inactives: at the top dose activity change, negative = inhibition, hits mostly inhibitors; Ubiquitin carboxyl-terminal hydrolase 1 (Homo sapiens), O94782; recombinant USP1/UAF1, Ub-Rhodamine cleavage fluorescence; 390,000 compounds, 0.23% hits; AID 743255, 2014; note: potency is the fitted concentration of half-maximal effect; % is set by controls: 0 for no effect and ±100 for the full control effect; nearly all actives have a fitted effect of over 60% in size; inactives centre near -12
#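 1 nM enzyme complex + cpd, 15 min RT; start with Ub-Rho 150nM final; kinetic fluorescence ex 480/em 540, 6 reads q60 s. Buffer 50mM HEPES pH 7.8, 0.5mM EDTA, 0.1 mg/ml BSA, 1mM TCEP, 0.01% Tween-20.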
# * hit, by the source's call; i = inactive; u = inconclusive; & = joins results of further samples; [ ] = dose if it differs, or a comment. Unless noted, calls come from the whole dose curve; as a rule, active = well fitted curve in the direction sought with a large enough effect; inconclusive = small, poorly fitted or top-dose-only effect, or another doubt; inactive = no such curve, though single readings can be large; an effect the other way counts as inactive or inconclusive. These rows are one share of the data. The share of hits here may be higher or lower than overall.
molecule,Tb PGK inh,TrxR1 substrate,Pin1 inh,HP1b chromo inh,PI4K2A block,rTrxR1 inhibitor,IDH1 R132H inh,GLS inh,USP1 inh
Cn1c(=O)n(-c2ccc3c(c2)OCO3)c2nc(-c3ccc(Cl)cc3)nc(C(N)=O)c21,-10%,1%,-12%,27%,2,25%,-2%,-13%,-6%
COc1ccc(Cl)cc1C(=O)n1cnc2ccccc21,-14%,5%,1%,41%[activator],-4,14%,-4%,-2%,-1%
COc1ccc(C(NC(=O)c2ccc(-c3ccccc3)cc2)c2ccccc2)cc1 (configuration not stated),-10%,0%,-1%,28%,5,9%,4%,-11%,-21%
CC(=O)c1ccc(N2CCN(C(=O)C(=O)c3c(C)[nH]c4ccccc34)CC2)cc1,-8%,-16%,-2%,6%,2,u,5%,2%,-19%
CSc1c(CN2CCN(C)CC2)c2ccccc2n1C,-4%,4%[57.1 µM],9%,5%,3,18%[57.1 µM],-5%,6%,-20%
CC(C)c1nc(NCCO)c2nnn(Cc3ccccc3)c2n1,-1%,-12%,3%,18%,2,1%[57.1 µM],4%,-4%,-11%
Cc1coc(NC(=O)CSc2nc(-c3ccc(Cl)cc3)cc(C(F)(F)F)c2C#N)n1,7%,31%[activator],u,16%,5,11%,2%,-8%,-14%
COCC(=O)Nc1cc(Cl)ccc1C,-6%,2%[57.1 µM],6%,12%,-4,5%[57.1 µM],-9%,7%,9%
COCCN(CCOC)c1nc(-c2ccc(Cl)cc2)nc2ccccc12,i,-1%,3%,122%[activator],0,35%,-3%,0%,-18%
Cn1c(=O)oc2cc(S(=O)(=O)N3CCN(c4cccc(Cl)c4)CC3)ccc21,-1%,1%,u,59%[activator],-2,11%,5%,1%,u
CCc1nc2sc3c(=O)[nH]cnc3c2c2c1CSC(C)(C)C2,-4%,2%,-11%,16%,-6,11%,-9%,0%,3%
COc1ccccc1NC(=O)Cn1nc(-c2ccc(C)cc2)c2c(c1=O)CCCC2,-7%,7%,-7%,7%,1,21%,13%,3%,u
Cc1cc(=O)oc2cc(OC(=O)c3nn(C(C)C)c(=O)c4ccccc34)ccc12,-6%,658%[activator],-1%,28%,8,25µM*,3%,19%,-11%
O=C(CCOc1ccccc1)Nc1ccc(S(=O)(=O)N2CCCC2)cc1,-2%,11%[57.1 µM],-2%,20%,-6,15%[57.1 µM],5%,7%,1%
COc1ccc(-n2c(=O)/c(=C\c3cccs3)s/c2=C(/C#N)C(=O)N2CCN(C)CC2)cc1,-10%,-13%,48%[activator],26%,1,-4%[57.1 µM],5%,1%,-6%
CC(Oc1ccccc1)C(=O)Nc1cccc(-c2cn3cccnc3n2)c1 (configuration not stated),-3%,116%[activator][57.1 µM],-1%,19%[57 µM],-1,26%[57.1 µM],18%,-10%,-16%
CCOc1ccc(C(O)(CCC(C)C)C(CN2CCOCC2)c2ccccc2)cc1 (configuration not stated),i,-3%,-2%,53%[activator],-20,7%,1%,7%,-32%
COc1cc2c(cc1OC)C(c1ccccc1[N+](=O)[O-])N(C(C)=O)CC2 (configuration not stated),i,9%,-6%,13%,7,19%,0%,10%,-21%
CCN(C(=O)COC(=O)c1ccccc1NCCO)c1cccc2ccccc12,-3%,184%[activator],-10%,29%,-5,64%[57.1 µM],3%,3%,0%
Cc1ccc(-n2c(=O)c3c(C)c(C(=O)N(C)C)sc3n(Cc3ccccc3C)c2=O)cc1C,-3%,-1%[57.1 µM],0%,24%,0,13%[57.1 µM],u,2%,3%
O=C(Nc1cc(C(F)(F)F)cc(C(F)(F)F)c1)Nc1cnn(-c2ccc([N+](=O)[O-])cc2)c1C(F)(F)F,-8%,-8%,-5%,14%,-3,-7%,2%,-11%,-19%
COC(=O)Cn1cc(/C=C/c2cc[n+](C)cc2)c2ccccc21,-3%,-12%,u,11%,1,-10%,-9%,-4%,u
CC(=O)Nc1cccc(-c2nc3ccccc3[nH]2)c1,-8%,9%[57.1 µM],-3%,33%,3,13%[57.1 µM],5%,0%,-19%
CC1(c2cccc(Br)c2)NC(=O)N(CC(=O)Nc2ccc(F)cc2)C1=O (configuration not stated),-12%,-6%,4%,11%,1,9%,10%,-10%,-17%
Cc1cc(Br)ccc1NC(=O)c1sc2ncn(Cc3ccccc3Cl)c(=O)c2c1C,-6%,0%[57.1 µM],-1%,26%,-1,25%[57.1 µM],20%,1%,-12%
COCCNC(=O)CN1C(=O)CC(C)(C)S(=O)(=O)c2ccccc21,-2%,2%[57.1 µM],-4%,26%,3,7%[57.1 µM],-3%,3%,-2%
Cc1cc(C)c2c(=O)[nH]c(SCC(=O)NCc3ccccc3)nc2n1,-6%,-6%[57.1 µM],-4%,22%,-1,10%,3%,10%,2%
CN1CCN(S(=O)(=O)c2ccc(Nc3ccc(F)cc3)nc2)CC1,-2%,7%,1%,20%,-1,16%,7%,2%,-11%
Cc1cc(C)cc(NC(=O)CCC(=O)N2Cc3ccccc3Oc3ncccc32)c1,6%,2%,1%,u,-2,11%,0%,1%,-8%
CCOc1ccc(C(=O)CCc2nc3ccccc3s2)cc1,9%[11.5 µM],-13%,10%,41%[activator],2,5%,1%,-1%,-18%
O=C(NN1CCCCC1)c1ccccc1,0%,-6%,-2%,18%,0,-7%,0%,19%,-2%
CCOC(=O)CSc1ccc(C(=O)NCCN2CCOCC2)cc1[N+](=O)[O-],-2%,6%,-2%,19%,-1,14%,-7%,3%,-7%
COc1cccc(C2c3[nH]c4ccccc4c3C[C@H]3C(=O)N(C4CCN(Cc5ccccc5)CC4)CC(=O)N23)c1 (some centres not stated),i,7%,19%,4%,4,43%[activator],-16%,-2%,-9%
Cc1ccc(C(=O)Nc2cccc(C(=O)N/N=C/c3ccc(O)cc3)c2)cc1,i,-10%,-2%,11%,-7,-10%,-5%,-7%,-25%
COCCNc1nc2c(c(=O)n(Cc3cccc(Br)c3)c(=O)n2C)n1C,-10%&-6%,-8%,6%&-3%,5%&25%,0&-1,2%,-3%&15%,-17%&3%,-7%&-27%
CC1CCCN(Cc2cnc(Cl)s2)C1 (configuration not stated),-5%,7%[57.1 µM],-5%,12%,0,10%[57.1 µM],-1%,1%,1%
COc1ccccc1N(C)S(=O)(=O)c1ccc(C(=O)Nc2nc(C)cs2)cc1,i,-4%,40%[activator],-7%,-1,30%,10%,-14%,-10%
CCn1c(-c2cc(-c3ccc(C)cc3)nc3ccccc23)n[nH]c1=S,-5%,-2%,5%,-16%,-3,-13%,-8%,5%,-29%
O=[N+]([O-])c1ccc(NC(=S)NCCc2ccc(F)cc2)cc1,-5%,-17%,-2%,-35%,8,-25%,-4%,9%,-14%
Cc1cc(C)cc(NC(=O)N2CCN(c3cc(-c4noc(C)n4)ccc3C)CC2)c1,1%,-2%[57.1 µM],17%,14%[57 µM],0,19%[57.1 µM],-4%,17%,-11%
COc1ccc(C(=O)NC(=S)N(Cc2ccccc2)Cc2ccccc2)cc1,-9%,-2%,-5%,u,-4,9%,3%,0%,-16%
O=C(/C=C/c1ccc(Cl)cc1Cl)Nc1cccc(S(=O)(=O)NC2=NCCCCC2)c1,4%,3%[57.1 µM],-2%,29%,5,7%[57.1 µM],3%,5%,3%
CCOC(=O)c1c(C)[nH]c(C)c1S(=O)(=O)N1CCCC(C(=O)NCc2cccc(C)c2)C1 (configuration not stated),-2%,2%[57.1 µM],-8%,-2%,0,8%[57.1 µM],-1%,4%,-8%
Cc1cc(C(=O)OCCO)c(C#N)c(N)n1,-6%,626%[activator],1%,15%,-2,27%,-5%,5%,2%
COc1ccc(-n2nc3c(c2NC(=O)c2ccco2)CS(=O)(=O)C3)cc1,-9%,1%,-4%,54%[activator],-3,-21%,-3%,-1%,-13%
CC(C)N(C(=O)[C@H]1C[C@H](CC(=O)NCCCn2ccnc2)C(=O)N2CCc3c([nH]c4ccc(Cl)cc34)[C@]12C)C(C)C,-2%,-1%,6%,14%,4,2%,1%,-8%,u

# Screens from PubChem.
